# SARS 3CLpro inh: SARS-CoV 3CLpro protease inhibition | inhibition, % at 6 µM | recombinant SARS-CoV 3CLpro, quenched FRET peptide cleavage | P0C6X7 | actives 0.14% (n = 290,000); in the data active = inhibition above about 12%
# Rv3671c protease: inhibitors of M. tuberculosis serine protease Rv3671c. P9WHR9. actives 0.048% (n = 320,000). inhibition, % at 5.96 µM; in the data active = inhibition above about 38%;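 also: extracellular domain of Rv3671c used as enzyme; 0% = enzyme with DMSO and 100% = no enzyme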
# Target sequence (P9WHR9 whole entry, looked up, the tested form may be a part): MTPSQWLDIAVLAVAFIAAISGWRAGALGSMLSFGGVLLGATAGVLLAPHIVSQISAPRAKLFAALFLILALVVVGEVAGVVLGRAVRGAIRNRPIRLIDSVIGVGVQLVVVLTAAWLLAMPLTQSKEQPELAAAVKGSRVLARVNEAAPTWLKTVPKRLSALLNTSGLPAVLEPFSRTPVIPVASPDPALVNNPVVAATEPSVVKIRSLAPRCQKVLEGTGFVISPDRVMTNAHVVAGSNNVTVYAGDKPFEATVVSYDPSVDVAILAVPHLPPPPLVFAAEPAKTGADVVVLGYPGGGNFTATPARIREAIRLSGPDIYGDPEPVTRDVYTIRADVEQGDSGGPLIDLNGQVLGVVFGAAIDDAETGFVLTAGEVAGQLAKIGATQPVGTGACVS
# GDH-TPI inh: inhibits GDH-TPI coupling enzymes, artifact for Mtb FBA screen. GDH-TPI coupled enzyme counterscreen, NADH absorbance. inhibition, % at 4.8 µM. actives 1.2% (n = 360,000). AID 588335; in the data active = inhibition above about 30%;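 also: 0% = DMSO wells and 100% = wells lacking the enzyme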
# BioA inh: BioA (M. tuberculosis) enzyme inhibition | purified M. tuberculosis BioA enzyme, plate reader | inhibition, % at 9.99 µM | AID 602481 | actives 0.096% (n = 360,000); in the data active = inhibition above about 40%
# MazF activator: activators of E. coli MazEF toxin-antitoxin RNase | activation, % at 20 µM | FAM/BHQ RNA-DNA oligo cleavage fluorescence, 5 h | actives 0.32% (n = 350,000) | P0AE70; in the data active = activation above about 50%
# Target sequence (P0AE70 whole entry, looked up): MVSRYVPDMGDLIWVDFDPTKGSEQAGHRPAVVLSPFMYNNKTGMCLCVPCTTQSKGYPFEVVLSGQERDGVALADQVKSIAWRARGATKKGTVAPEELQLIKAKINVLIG
# FBA Mtb inh: inhibits M. tuberculosis FBA enzyme. P9WQA3. purified M. tuberculosis FBA, fluorescence read-out. inhibition, % at 1 µM. actives 2.3% (n = 360,000); in the data active = inhibition above about 27%;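 also: 0% = vehicle and 100% = reference inhibitor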
# Target sequence (P9WQA3 whole entry, looked up): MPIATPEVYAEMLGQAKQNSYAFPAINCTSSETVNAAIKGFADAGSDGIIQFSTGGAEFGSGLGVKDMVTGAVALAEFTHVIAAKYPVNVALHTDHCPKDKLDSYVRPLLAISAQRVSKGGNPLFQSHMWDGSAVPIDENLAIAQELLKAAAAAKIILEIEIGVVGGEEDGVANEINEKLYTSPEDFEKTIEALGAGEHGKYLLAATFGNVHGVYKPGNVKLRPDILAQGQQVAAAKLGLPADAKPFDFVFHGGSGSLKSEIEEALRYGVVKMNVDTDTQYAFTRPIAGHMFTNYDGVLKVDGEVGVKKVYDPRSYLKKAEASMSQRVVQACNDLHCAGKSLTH
# PriA SSB inh: inhibitors of Klebsiella pneumoniae PriA binding to SSB C-terminal tail; inhibition, % at 33 µM; actives 0.6% (n = 430,000); AlphaScreen SSBct-PriA binding, biotinylated peptide; AID 1272365; in the data active = inhibition mostly above about 37%, no sharp cut-off; inactive = mostly below about 20%;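 also: plate controls were negative control peptide for no effect and reference peptide for full effect; strong numbers were not always called active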
# Vc quorum ag: quorum light induction in luxS cqsA deficient V. cholerae. V. cholerae BH1578 lux reporter, luminescence, 6 h. activation, % at 18.7 µM. actives 0.16% (n = 350,000); in the data active = activation mostly above about 9.7%, no sharp cut-off; also: not every result past the cut was called active; inactives centre near 0; reference of the scale not given here
# VHR inh abs: DUSP3 (human) phosphatase inhibition | P51452 | recombinant VHR phosphatase, pNPP absorbance | inhibition, % at 13.3 µM | actives 0.52% (n = 290,000); in the data active = inhibition above about 50%; also: some compounds called inactive have numbers as strong as hits
# Target sequence (P51452 whole entry, looked up): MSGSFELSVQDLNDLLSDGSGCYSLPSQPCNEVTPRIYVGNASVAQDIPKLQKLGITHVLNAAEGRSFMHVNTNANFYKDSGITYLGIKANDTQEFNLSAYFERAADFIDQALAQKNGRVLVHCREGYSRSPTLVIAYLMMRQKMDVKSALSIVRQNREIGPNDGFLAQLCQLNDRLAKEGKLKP
# UGM FP inh: Mtb UDP-galactopyranose mutase inhibition. P9WIQ1. purified UGM, fluorescence polarization probe displacement. inhibition, % at 10 µM. actives 0.06% (n = 320,000); in the data active = inhibition above about 10%, passing the limit was not always enough
# Active calls of the source: *; i = inactive; / = no result given.
Molecule,SARS 3CLpro inh,Rv3671c protease,GDH-TPI inh,BioA inh,MazF activator,FBA Mtb inh,PriA SSB inh,Vc quorum ag,VHR inh abs,UGM FP inh
O=C(Nc1ccc([N+](=O)[O-])cc1)C1COc2ccccc2O1 (centres undefined),-3,-9,14,4.9,10,0,-10,-0.7,4,0.7
COC(=O)c1cc(S(=O)(=O)N2CCOCC2)c(Cl)cc1N1CCOCC1,-2,1,0,-0.2,-9,0,-8,/,6,-2.4
N#CC1=C(N)SC2(CCCCC2)SC1c1ccccc1 (centres undefined),-2,5,4,2.9,7,1,-3,i,17,1.1
Nc1nnc(SCC(=O)N2CCN(c3cccc(Cl)c3)CC2)n1-c1ccccc1,5,1,10,-1.0,0,-5,-15,2.2,/,-2.7
COc1ccccc1N1CCN(C(=O)CCNC(=O)c2ccco2)CC1,/,2,2,4.6,3,1,5,i,/,-1.6
CCOc1ccc(CCNC(=O)COC(=O)c2nccnc2N)cc1OCC,/,11,9,-0.1,9,18,2,i,/,2.2
CS(=O)(=O)N(Cc1ccc(C(=O)NN=C2CCCC2)cc1)c1ccccc1,4,-15,3,/,0,-2,-6,-0.3,-4,-3.7
C=CCC(NCc1ccccc1)c1ccccc1 (centres undefined),3,4,6,/,2,3,-15,-0.6,7,-0.5
Cc1ccc(Nc2nc3c(s2)CCC3)c(C)c1,-1,-1,-10,-0.9,4,3,6,-0.2,-1,-0.3
CN1C(=O)N(CC(=O)N2CCN(c3ncccn3)CC2)C(=O)C12CCCCC2,/,/,8,-2.7,2,6,-4,i,/,/
C/C(N)=C(/C#N)C(=O)COC(=O)c1cc(-c2cccc(Br)c2)nc2ccccc12,-1,-22,8,/,-7,5,-22,0.1,-3,-0.2
O=C(CCN1c2ccccc2Sc2ccccc21)Oc1ccccc1,-2,8,-1,/,-12,0,-19,i,34,-1.8
S=C(NCCNCc1ccccc1)NC1CCCCC1,2,-19,/,/,/,/,/,/,13,4.4
Cc1ccc(-n2nc(C)c3c2OC(N)=C(C#N)C3c2ccncc2)cc1 (centres undefined),2,10,12,1.7,-13,3,-5,0.1,21,-0.8
COc1ccc(NC(=O)CCC(=O)c2ccc(Cl)cc2)cn1,/,-2,-4,0.7,-13,0,3,-2.0,/,0.3
CCn1c(SCC(=O)Nc2ccccc2)nc2ccccc2c1=O,2,-7,-4,-0.9,6,-2,-7,-0.3,-5,-0.7
O=C(NCc1ccc2c(c1)OCO2)C1CCC(CNc2c(N3CCCC3)c(=O)c2=O)CC1 (centres undefined),2,13,-21,-0.4,11,0,-6,-0.1,19,-0.4
CN(C)CCC(C(=O)c1ccccc1)c1ccncc1 (centres undefined),/,/,-3,1.8,-2,3,8,i,/,/
Cn1cccc1C(=O)NNC(=O)c1ccccc1Br,/,2,15,/,4,4,-4,i,/,-1.0
O=C(CSc1nc2ccc(Cl)cc2[nH]1)c1ccc2c(c1)OCO2,-4,-8,7,-0.5,2,4,-20,-1.5,10,-1.3
Cc1nnc(C)n1/N=C/c1ccc2c(c1)OCCO2,-6,1,-6,-1.5,6,4,/,1.6,-5,-0.3
CC(C)(C)CN1CCN(Cc2cccnc2)CC1CCO (centres undefined),-2,-2,-4,1.3,5,-2,-9,i,8,-0.4
Cc1cc(C)c2c(N)c(C(=O)c3ccc(Cl)cc3Cl)sc2n1,3,-8,9,/,15,3,-16,-0.4,-5,-1.1
COc1ccc(CCNC(=O)c2cc(-c3cc(Cl)ccc3O)n[nH]2)cc1OC,3,-16,-2,-0.5,11,-1,-14,0.0,9,4.0
O=S(c1ccccc1)c1ccccc1,/,/,7,-2.6,-3,2,-5,i,/,/

# Molecules shown so far that contain bromine:
Molecule,SARS 3CLpro inh,Rv3671c protease,GDH-TPI inh,BioA inh,MazF activator,FBA Mtb inh,PriA SSB inh,Vc quorum ag,VHR inh abs,UGM FP inh
C/C(N)=C(/C#N)C(=O)COC(=O)c1cc(-c2cccc(Br)c2)nc2ccccc12,-1,-22,8,/,-7,5,-22,0.1,-3,-0.2
Cn1cccc1C(=O)NNC(=O)c1ccccc1Br,/,2,15,/,4,4,-4,i,/,-1.0

# Next records
Molecule,SARS 3CLpro inh,Rv3671c protease,GDH-TPI inh,BioA inh,MazF activator,FBA Mtb inh,PriA SSB inh,Vc quorum ag,VHR inh abs,UGM FP inh
CN(C)CCNC(=O)Cn1ccc2cc(S(=O)(=O)N3CCCCCC3)ccc21,0,-1,-2,-1.8,8,3,-8,i,-4,-0.3
Cc1noc(N)c1C(=O)Nc1ccccc1F,2,2,-2,/,1,2,-3,i,0,2.0
CCOC(=O)C1CCN(S(=O)(=O)c2ccc3c(c2)CCCN3C(C)=O)CC1,/,0,-3,-0.8,-7,-2,-17,i,-8,3.3
O=[N+]([O-])c1ccc(N2CCN(S(=O)(=O)c3ccccc3)CC2)cc1,3,5,14,-1.9,-18,-1,-9,-0.5,0,0.5
O=C(NCc1ccco1)c1ccc([N+](=O)[O-])o1,6,3,3,1.2,10,0,-9,2.3,38,-0.4
CCC(=O)NCc1c(Cl)cccc1-n1cccc1,1,-1,-10,/,-1,1,4,i,-1,0.1
N/C(=N\OC(=O)c1ccc2c(c1)OCO2)c1ccc([N+](=O)[O-])cc1,3,6,-2,1.2,4,1,/,0.4,18,1.3
CCC(C)(C)C1CCC2(CC1)NC(=O)N(CC(=O)Nc1cc(C(F)(F)F)ccc1N1CCOCC1)C2=O (centres undefined),5,2,-4,-0.5,7,1,-9,i,0,-2.2
COc1ccc(NC(=O)C(=O)NCC(c2ccco2)N2CCc3ccccc32)cc1 (centres undefined),/,9,3,-0.6,0,-1,-10,-0.6,/,0.0
O=c1cc(-c2ccccc2)cc(-c2ccccc2)n1O,/,2,18,-0.7,-5,1,8,i,/,0.9
COc1ccc(F)cc1C(=O)C1CCCN(C(=O)CCc2ccccn2)C1 (centres undefined),-2,-2,-4,1.6,2,5,-14,-0.2,14,0.6
O/N=C/c1c[nH]c2ccccc12,-4,0,-5,/,5,-5,/,-2.2,5,0.6
Oc1ccc(Br)cc1-c1cc(-c2ccccc2)n[nH]1,6,-23,-3,-2.2,24,-10,4,i,-5,2.7
COc1ccc(-c2cnc[nH]2)cc1,-2,-8,-1,-2.9,0,4,-5,0.6,43,1.3
O=C1CC(=O)N(c2ccc(Cl)cc2Cl)C(=O)N1,-2,-8,-8,-0.7,7,1,-2,i,15,-2.1
CS(=O)(=O)c1ccc2nc(NC(=O)CCNC(=O)c3ccc([N+](=O)[O-])cc3)sc2c1,/,/,0,-0.6,3,-3,-6,-0.6,/,/
Cc1ccc(-n2nc3c(c2NC(=O)c2ccc4c(c2)OCO4)CSC3)c(C)c1,-1,-5,-1,-0.5,-8,1,18,-2.2,14,-0.8
Cc1ccc(NC2Sc3ccccc3NC2=O)cc1Cl (centres undefined),2,-9,-2,-1.0,9,2,-4,i,-9,4.7
CCC(C)C(NC(=O)C(N)CC(C)C)C(=O)NC(CCC(=O)OCc1ccccc1)C(N)=O (centres undefined),1,-2,6,-1.9,-9,3,-12,i,42,-1.7
O=C(O)c1ccccc1NSc1ccccc1[N+](=O)[O-],4,6,-3,/,1,-3,-6,-0.5,18,-1.0
CN(C)C(=O)c1ccccc1Sc1ccc(Cl)cc1Cl,-4,-8,3,-0.8,3,-4,-2,i,23,0.6
COC(=O)[C@@]12CCCCN1[C@H](c1ccc(-c3ccc(C(C)=O)cc3)cc1)[C@H]1C(=O)N(C)C(=O)[C@H]12,/,5,6,-0.5,-4,-1,5,i,/,2.6
O=C(OCC(=O)N1CCN(C(=O)c2ccco2)CC1)c1cc(-c2ccc(F)cc2)nc2ccccc12,1,-6,-3,/,-4,17,8,-1.5,-5,-1.9
CC(C)C(NC(=O)c1ccc(Cl)cc1)C(=O)NC1=NCCS1 (centres undefined),5,-7,2,-1.0,-2,4,-9,-0.2,15,-2.6
Cc1ccc(NC(=O)CCNC(=O)c2ccc(Br)cc2)cc1S(=O)(=O)N1CCCCCC1,/,-25,5,0.6,-3,-3,1,i,/,4.1
COc1ccccc1C1C=C(c2ccc(Cl)cc2)Nc2nc(N3C(=O)CCC3=O)nn21 (centres undefined),0,3,9,-1.7,8,7,1,-0.9,5,1.0
CCOC(=O)c1c(C)[nH]c(C)c1C(=O)CSc1nc(N)cc(N)n1,0,-4,6,-6.4,1,-9,-1,i,-2,1.1
O=S(=O)(NCCc1ccccn1)c1cc(Cl)cc(Cl)c1O,/,3,5,-0.5,-3,-1,-9,-0.3,/,2.9
Cn1c(CN2CCCCC2)nc2cc(NC(=O)c3ccc(Cl)cc3)ccc21,-5,-5,4,2.8,0,4,7,-1.8,1,1.2
Cc1nnc(NCCc2ccccc2)n(N)c1=O,-2,-8,6,-1.1,-11,2,-18,i,10,-4.1
S=c1nc(C2CC2)n(-c2ccccc2)[nH]1,-3,-4,-16,-1.4,8,4,-1,2.7,3,-1.2
COc1ccccc1OC(=O)c1ccc2nsnc2c1,1,-12,7,-2.2,4,0,-6,0.3,13,-3.4
COc1ccc(NC(=O)COC(=O)CCCC2=NS(=O)(=O)c3ccccc3N2)cc1Cl,6,-2,-1,-0.4,7,-2,-3,-0.3,27,-1.3
Cc1ccc(N2CCN(C(=O)c3nn(C)c4c3CS(=O)(=O)c3ccccc3-4)CC2)c(C)c1,2,0,1,-1.7,3,0,-26,-2.5,3,0.3
Cc1c(N/C=C/C(=O)c2cccs2)c(=O)n(-c2ccccc2)n1C,1,-8,22,/,7,-1,/,i,6,0.4
O=C(CSc1ncnc2sc3c(c12)CCC3)Nc1ccccc1C(=O)O,3,-5,5,-0.4,-2,2,-1,-0.5,23,-2.7
CCN(CC(=O)Nc1c(F)cccc1F)C(=O)c1ccc(Cl)c(S(=O)(=O)N2CCCC2)c1,/,-1,-1,1.7,6,4,-2,-1.1,/,-1.1
Cc1cc(C(=O)NCC(c2ccco2)N(C)C)ccc1[N+](=O)[O-] (centres undefined),5,3,-2,-2.8,7,-1,8,-0.4,0,1.1
CCc1ccc(C(=O)CN2C(=O)NC3(CCCCCC3)C2=O)cc1,/,/,3,-1.7,-2,0,-6,i,/,/
CCOC(=O)C1(Cc2cccc(F)c2)CCN(Cc2ccon2)CC1,1,0,-5,/,5,-1,-1,i,26,-0.1
COc1ccc(OC)c(C(O)C2CCCCN2)c1 (centres undefined),-1,7,0,-2.0,9,2,-6,i,-2,-5.1
COc1cccc(NC(=S)NNC(=O)c2c([N+](=O)[O-])c(C)nn2C)c1,0,0,25,0.3,2,3,-7,i,13,/
Cc1ccc(C(=O)Nc2ccc(N3CCN(C(=O)c4cccs4)CC3)cc2)c(Cl)c1,-1,-8,-1,-3.9,-2,-2,-12,-0.2,20,-2.3
COC(=O)c1ccc(Cn2c(C)c(C(=O)NCc3cccc([N+](=O)[O-])c3)sc2=O)o1,/,/,1,1.1,/,0,/,i,/,/
O=C(C1CCN(C2CC(=O)N(Cc3ccccc3)C2=O)CC1)N1CCCCCC1 (centres undefined),-4,4,3,-0.7,6,-9,-5,-0.1,14,1.3
Cc1cc2occ(CC(=O)N(C)CC(=O)Nc3cccc(F)c3)c2cc1C,6,2,1,0.8,6,2,2,3.6,8,-0.7
CC(C)N1CCc2c(sc(NC(=O)c3ccc(S(=O)(=O)N4CCOCC4)cc3)c2C#N)C1,1,0,-1,-0.5,-145,1,-9,0.1,-16,0.6

# One compound at a time, from the list above. Screens in order: SARS 3CLpro inh, Rv3671c protease, GDH-TPI inh, BioA inh, MazF activator, FBA Mtb inh, PriA SSB inh, Vc quorum ag, VHR inh abs, UGM FP inh
# O=S(=O)(NCCc1ccccn1)c1cc(Cl)cc(Cl)c1O is entered as /, 3, 5, -0.5, -3, -1, -9, -0.3, /, 2.9
# S=c1nc(C2CC2)n(-c2ccccc2)[nH]1 is entered as -3, -4, -16, -1.4, 8, 4, -1, 2.7, 3, -1.2
# Cc1c(N/C=C/C(=O)c2cccs2)c(=O)n(-c2ccccc2)n1C is entered as 1, -8, 22, /, 7, -1, /, i, 6, 0.4

# From PubChem

# Only part of the results is shown; count on the stated rates, not on these rows.
